From PubChem
DAX1 inh-1 – NR0B1 (DAX1) inhibition | inhibition, % at 6.75 µM | 0.99% of 340,000 active | AID 504766 | HEK293 Gal4-DAX1 luciferase reporter, luminescence;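 active = inhibition above the mean over all tested compounds plus 3 SD, cut at about 4.2% in these data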;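 note: 0% = DAX1-transfected cells with DMSO and 100% = empty-vector control cells with DMSO; inhibition shows as a rise in luminescence from relieved DAX1 repression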
hcDAF12 agonist – activates DAF-12 receptor from parasite H. contortus; activation, % at 6.8 µM; AID 652067; 1.4% of 370,000 active; HEK293 hcDAF-12 lit1-tk-luc reporter, luminescence; 0% DMSO, 100% Δ7-dafachronic acid;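 active = activation above the mean of all tested compounds plus 3 SD, cut at about 5.5% in these data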;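 note: 100% = response to 3 µM Δ7-dafachronic acid high control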
PLC-beta3 inh – blocks human PLC-beta3 enzyme activity | 0.18% of 370,000 active | inhibition, % at 12.2 µM | Purified PLC-beta3, fluorogenic substrate, fluorescence | Q01970; in the data active = inhibition above about 11%;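 note: 0% = median of compound wells on plate and 100% = full blocker control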
DAX1 inh-2 – blocks DAX1 repression of SF-1 activated StAR promoter | AID 652010 | 1.1% of 370,000 active | HEK293T StAR-luciferase reporter, SF-1/DAX-1 repression relief | inhibition, % at 6.8 µM;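 active = inhibition above the mean over all tested compounds plus 3 SD, cut at about 3.6% in these data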;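 note: 0% = DAX-1 cells with DMSO and 100% = cells lacking DAX-1 with DMSO; higher inhibition means more luminescence from relief of DAX-1 repression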
ADAM17 inh – inhibitors of human ADAM17 | AID 720648 | inhibition, % at 6.95 µM | recombinant ADAM17, EDANS/DABCYL FRET peptide cleavage | 0.83% of 370,000 active | P78536;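 active = inhibition above the mean of compounds lying between control limits plus 3 SD, set per campaign, cut at about 8.5% in these data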;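 note: 0% = DMSO-only wells as the low control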
Target sequence (P78536 215-824 limits assumed): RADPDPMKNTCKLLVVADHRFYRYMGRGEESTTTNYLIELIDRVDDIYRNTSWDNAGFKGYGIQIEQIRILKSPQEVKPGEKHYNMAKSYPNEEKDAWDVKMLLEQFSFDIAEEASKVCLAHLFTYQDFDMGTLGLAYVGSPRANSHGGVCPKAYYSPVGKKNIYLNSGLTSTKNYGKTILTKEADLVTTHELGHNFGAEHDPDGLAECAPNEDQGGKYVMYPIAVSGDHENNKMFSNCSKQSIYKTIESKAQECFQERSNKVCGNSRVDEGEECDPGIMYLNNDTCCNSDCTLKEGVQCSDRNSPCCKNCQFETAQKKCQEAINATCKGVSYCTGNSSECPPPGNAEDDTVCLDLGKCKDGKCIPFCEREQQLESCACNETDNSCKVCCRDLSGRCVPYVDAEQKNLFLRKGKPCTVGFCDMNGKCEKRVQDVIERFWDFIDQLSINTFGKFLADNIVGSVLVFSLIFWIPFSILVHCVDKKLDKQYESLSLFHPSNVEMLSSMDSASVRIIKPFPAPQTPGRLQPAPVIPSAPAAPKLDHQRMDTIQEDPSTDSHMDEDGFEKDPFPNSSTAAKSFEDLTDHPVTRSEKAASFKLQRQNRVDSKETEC
FXN GAA850 act – increases GAA850 frataxin promoter reporter activity; HEK293 lucGAA850 FXN promoter luciferase reporter, 24 h; percent of 10 µM SAHA response; AID 540364; 0.56% of 360,000 active; activation, % at 6 µM;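 active = activation above the average of all compounds screened plus 3 SD, cutoff fixed separately per campaign, cut at about 7.5% in these data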;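 note: 0% = DMSO wells and 100% = 10 µM SAHA wells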
hgDAF12 agonist – hgDAF-12 agonism, primary luciferase screen; activation, % at 6.8 µM; HEK293 GAL4-hgDAF12 UAS-luciferase reporter, agonist luminescence; normalized to butyrate control; 1.8% of 370,000 active; AID 687014;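 active = activation above a cutoff set at the mean of all screened compounds plus 3 SD, cut at about 10% in these data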;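 note: 0% = DMSO wells and 100% = sodium butyrate wells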
PLC-gamma1 inh – inhibitors of human phospholipase C gamma1. P19174. purified PLC-gamma1, fluorogenic substrate, fluorescence. inhibition, % at 12.2 µM. 0.84% of 370,000 active. AID 720700; in the data active = inhibition above about 9.5%
ADAM10 inh – inhibits human ADAM10; O14672; recombinant ADAM10, EDANS/DABCYL FRET peptide cleavage, 3 h; inhibition, % at 7 µM; 0.62% of 370,000 active;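 active = inhibition above a per-campaign cutoff equal to the mean of compounds falling between control-based bounds plus 3 SD, cut at about 20% in these data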;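 note: 0% = DMSO wells while the 100% control is not disclosed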
ssDAF12 agonist – S. stercoralis DAF-12 activation, primary screen | HEK293 ssDAF-12/GRIP1 lit1-tk-luc reporter, luminescence; % of 3 µM dafachronic acid response | activation, % at 6.8 µM | 1% of 370,000 active;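 active = activation above the mean over all tested compounds plus 3 SD, cut at about 0.9% in these data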;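 note: 0% = DMSO-only wells and 100% = 3 µM delta7-dafachronic acid wells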
HGIII-sPLA2 inh – Inhibits HGIII-sPLA2 liposome hydrolysis, primary screen; Q9NZ20; QFRET BODIPY PC-A2 liposome hydrolysis, fluorescence; inhibition, % at 12.2 µM; 0.56% of 370,000 active; AID 743126;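 active = inhibition above mean plus 3 SD of compounds lying within the high and low control bounds, cut at about 19% in these data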;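 note: 0% = median of test compound wells and 100% = no enzyme DMSO wells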
Target sequence (Q9NZ20 whole entry, looked up): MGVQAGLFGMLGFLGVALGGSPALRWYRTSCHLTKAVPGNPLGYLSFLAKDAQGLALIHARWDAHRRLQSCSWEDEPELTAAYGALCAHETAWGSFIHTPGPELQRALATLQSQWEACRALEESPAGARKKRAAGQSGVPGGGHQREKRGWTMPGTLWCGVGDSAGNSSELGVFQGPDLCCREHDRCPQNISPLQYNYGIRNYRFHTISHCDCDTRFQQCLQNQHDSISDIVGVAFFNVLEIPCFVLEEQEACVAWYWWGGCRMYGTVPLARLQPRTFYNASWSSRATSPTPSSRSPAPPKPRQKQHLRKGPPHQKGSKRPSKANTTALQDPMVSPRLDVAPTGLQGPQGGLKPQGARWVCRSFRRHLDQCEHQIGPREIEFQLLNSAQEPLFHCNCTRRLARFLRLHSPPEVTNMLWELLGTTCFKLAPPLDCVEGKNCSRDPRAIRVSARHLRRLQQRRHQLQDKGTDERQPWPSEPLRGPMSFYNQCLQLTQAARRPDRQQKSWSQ
Numbers without * were called inactive; / = no result given. Rows are unselected; about 6.9% have a hit in one of these screens.

SMILES	DAX1 inh-1	hcDAF12 agonist	PLC-beta3 inh	DAX1 inh-2	ADAM17 inh	FXN GAA850 act	hgDAF12 agonist	PLC-gamma1 inh	ADAM10 inh	ssDAF12 agonist	HGIII-sPLA2 inh
COc1ccc(-c2nnc(SCC(=O)N3CCCCC3)o2)c(OC)c1	0.5	-0.1	-1	1.4	-4	4.4	3.2	1	-5	-1.3	4
COc1ccc(-c2csc3ncnc(N4CCN(S(=O)(=O)c5ccc(C)c(C)c5)CC4)c23)cc1	1.2	0.1	-3	-0.1	0	-0.4	-0.8	0	-1	-1.1	-2
COCc1ccc(CN2CCC(C(=O)Nc3cccc(-c4cscn4)c3)CC2)o1	0.6	1.1	-8	0.2	-3	-0.3	2.6	1	0	-1.1	-4
Cc1ccc(NC(=O)CCc2nnc3ccc(N4CCC(C)CC4)nn23)nc1	-0.2	0.1	-14	-0.2	-4	2.2	5.6	-3	-2	-1.3	2
COc1ccc(NC(=O)C/C(C)=N/NC(=O)c2cnccn2)c(OC)c1	0.6	-1.5	-3	1.2	3	2.2	3.5	8	11	-0.3	6
COc1ccc(-c2cc(N)n(CCC#N)n2)c(OC)c1	0.4	-1.3	0	0.3	-6	-1.6	0.3	0	2	-0.8	1
CCOC(=O)C1=C(C)N(CCCC(=O)O)C(=O)NC1c1ccccc1OC(=O)c1cccs1 (stereo unspecified)	/	-1.1	4	-0.1	-2	/	1.6	-1	-1	-1.3	-1
COc1ccc(C2=CC(=O)C[C@H](c3ccc(F)cc3)C2)cc1OC	-0.6	-2.4	-350	-0.3	-7	2.2	-1.3	-226	-36	-1.7	-15
COCCCn1c(=O)c2ccccc2n(Cc2cc(C(=O)OC)ccc2OC)c1=O	0.6	0.2	-4	-0.3	2	1.5	-1.3	-6	4	-0.6	-5
O=C(COC(=O)/C=C/c1cccc([N+](=O)[O-])c1)NCc1ccc2c(c1)OCO2	0.6	-0.5	-1	0.5	2	-1.1	-0.4	0	1	-1.9	-1
CN(Cc1ccc(F)cc1)C(=O)c1cccc(S(=O)(=O)N2CCN(c3ccccc3)CC2)c1	0.5	-2.2	-4	-5.5	4	-3.3	-4.9	3	17	-1.5	-16
Cc1cnnn1-c1ccc([N+](=O)[O-])cc1	/	-1.4	3	0.3	0	3.0	2.8	1	-1	-1.3	0
O=C(Cn1ncc2c(=O)oc3ccccc3c21)NCC1CCCO1 (stereo unspecified)	-1.1	-1.6	2	1.6	2	1.1	0.3	0	-4	-1.4	-3
CCC/C(C#Cc1ccsc1)=C1/c2ccccc2C(=O)N1c1ccccc1	-2.0	-1.6	-37	-1.1	1	-4.4	-2.9	-26	-4	-1.4	-8
C=CCSC1=N/C(=C\c2ccc3c(c2)OCO3)C(=O)S1	1.6	-1.0	-1	0.4	-7	0.9	-0.1	-1	0	-0.5	4
Cc1cccc(OCC(=O)NCc2cc(C)nc3ccccc23)c1	0.2	-3.4	-4	-1.4	-2	2.2	-0.1	-1	-1	-1.6	0
COc1ccc(C(C)=O)cc1Cn1c(C)c(C(=O)NCc2cccc(C(F)(F)F)c2)sc1=O	/	0.1	1	-0.2	3	0.6	-3.4	1	3	-1.6	-8
O=C(NCc1ccccc1)c1nc2ccccc2s1	0.7	0.9	-2	-1.0	0	1.0	1.7	1	-5	-2.1	-7
O=C(c1cc(Cl)nc2ccccc12)N1CCc2ccccc2C1	-1.1	5.0	-10	0.2	-4	1.7	-2.1	-3	-12	-0.9	-6
Nn1c(SCC(=O)Nc2ccccc2-c2ccccc2)nnc1-c1cc(-c2ccccc2)n[nH]1	/	-0.3	2	-0.8	1	/	1.2	-2	-8	-1.0	5
Cc1cc(C)c(NC(=O)c2ccc(S(=O)(=O)N3CCOCC3)cc2)c(C)c1	-0.2	-0.5	-1	-0.1	-1	-0.1	-1.1	1	-10	-1.6	10
COc1cc(O)c2c(c1)COC2=O	-0.1	-1.2	-1	-0.4	-4	0.8	-1.6	1	-3	-1.1	2
COc1cccc(C(NC(C)=O)c2nc(-c3cc4ccccc4o3)cs2)c1 (stereo unspecified)	/	-1.5	0	-0.1	3	0.6	-3.3	-3	-3	-1.5	-7
Cc1cc(C(C#N)c2cccc(Cl)c2)n2ncnc2n1 (stereo unspecified)	-0.2	-1.2	-17	-1.0	-19	-0.6	2.1	-14	-32	-1.0	-25
COc1ccc(CN2CCn3ncc(C(=O)Nc4cc(C)cc(C)c4)c3C2=O)cc1	-0.5	-1.4	1	-1.8	-7	1.5	1.1	0	-12	-1.1	6

Three entries already listed, sorted by the number in ssDAF12 agonist, descending:
compound,ssDAF12 agonist
COc1ccc(-c2csc3ncnc(N4CCN(S(=O)(=O)c5ccc(C)c(C)c5)CC4)c23)cc1,-1.1
COc1ccc(-c2nnc(SCC(=O)N3CCCCC3)o2)c(OC)c1,-1.3
COc1ccc(C(C)=O)cc1Cn1c(C)c(C(=O)NCc2cccc(C(F)(F)F)c2)sc1=O,-1.6

Following part
SMILES	DAX1 inh-1	hcDAF12 agonist	PLC-beta3 inh	DAX1 inh-2	ADAM17 inh	FXN GAA850 act	hgDAF12 agonist	PLC-gamma1 inh	ADAM10 inh	ssDAF12 agonist	HGIII-sPLA2 inh
CCN1C(=O)CC(N2CCC(C(=O)N3CCCCCC3)CC2)C1=O (stereo unspecified)	1.9	-1.3	-4	0.2	-3	2.0	-1.3	0	0	-1.2	-6
O=C(O)CSc1nnc(-c2cccc(S(=O)(=O)N3CCCCC3)c2)o1	2.1	-0.5	-7	-0.5	-1	2.2	-0.2	0	-2	-1.0	3
CN(CC(=O)NCc1ccc2c(c1)OCO2)S(=O)(=O)c1ccc(Cl)cc1	1.0	2.2	-10	-1.9	-3	0.6	-1.2	-2	-15	-1.4	8
CCOc1ccccc1NC(=O)COC(=O)CC(NC(N)=O)c1ccc(Cl)cc1 (stereo unspecified)	-1.4	-2.9	0	-0.3	-2	2.2	0.5	2	4	-1.9	-3
O=C(NCCc1ccccc1)c1cc2ncc(Br)cn2n1	0.7	1.7	-4	1.6	0	0.8	6.5	-6	0	-0.9	0
O=S(=O)(O)c1ccc(O)c2cc(Nc3ccccc3)ccc12	0.3	0.7	-172	0.2	-50	0.3	-0.7	-126	-125	-1.1	25*
CSc1ccc(CCNC(=O)C2CCN(c3nnc(-n4cccc4)s3)CC2)cc1	-0.7	-3.0	-1	-0.5	-2	0.1	0.1	0	-10	-1.9	-3
COc1ccccc1S(=O)(=O)N(C)C[C@H]1OCc2cnnn2CCCC(=O)N([C@@H](C)CO)C[C@@H]1C	1.9	-0.8	0	-0.4	-2	0.2	1.0	2	0	-1.1	0
COc1ccc(NC(=O)C2CC2)cc1-n1cnnn1	1.6	-1.6	4	-1.3	-4	0.9	-3.2	0	1	-0.7	-3
CCNC(=O)COc1ccc(/C=N/NC(=O)c2cccnc2)cc1OC	-0.2	-1.9	-11	0.5	-5	0.2	-0.5	-6	-1	-1.3	7
CNC(=O)NC(=O)COC(=O)CCc1nc(=O)c2ccccc2n1C	0.1	-1.0	-1	0.3	-6	1.3	-3.7	-1	-3	-1.1	5
Cc1n(Cc2ccccc2)c2ccccc2[n+]1Cc1ccccc1	-2.8	-2.9	3	-1.5	-4	0.5	-4.1	0	7	-1.7	-6
Cc1ccc(NC(=O)C2C3CCC(O3)C2C(=O)O)cc1Cl (stereo unspecified)	1.6	-0.4	-8	0.2	-3	7.1	1.7	1	-2	-1.3	10
O=c1c2nnn(-c3ccc(Br)cc3)c2ncn1Cc1ccccn1	0.2	1.5	0	0.9	-2	1.2	1.6	6	10	-1.4	0
C/C(CC(=O)NC1CCCCC1)=N\NC(=O)c1ccc(Br)cc1	-0.9	0.3	-11	-0.3	-3	0.9	2.3	-1	3	-1.2	0
COc1cc(C#N)ccc1OC(=O)Cc1cc(OC)c(OC)c(OC)c1	0.7	0.2	-11	0.3	0	0.0	5.5	-2	-11	-0.6	6
Cc1ccc(NC(=O)c2ccccc2N2C(=O)C3C4C=CC(C5CC45)C3C2=O)cc1C (stereo unspecified)	-0.8	-1.5	-3	-2.6	1	-0.9	-1.3	5	-3	-0.8	-8
COc1ccc(NC(=S)NN(C)C(=S)Nc2ccc(OC)cc2)cc1	-1.7	-0.9	0	-0.3	1	1.5	-3.1	1	5	-1.5	3
CC1CN(C(=O)Cn2c(=O)oc3ccccc32)CC(C)O1 (stereo unspecified)	0.8	1.8	-1	-0.3	-2	-1.4	-1.5	-1	0	-0.7	0
COC(=O)C1CCN(C(=O)c2ccccc2Oc2ccccc2)CC1	0.0	-0.8	6	-0.2	1	-0.7	0.1	2	5	-1.4	-1
O=C(NC1CCCC1)C1CCCN1C(=O)Nc1ccccc1 (stereo unspecified)	2.4	-1.9	1	0.8	-3	-3.3	1.3	-1	8	-0.4	4
CCC(C(=O)N1CCOCC1)n1c2ccccc2c2nc(=O)cc(C)n21 (stereo unspecified)	0.3	-1.4	1	1.0	-7	2.5	-0.9	1	-10	-1.1	1
Cc1nc(OCc2ccccc2)c2sc3nc4c(cc3c2n1)COC(C)(C)C4	0.5	-0.9	-2	0.4	-5	4.6	0.2	-3	-3	-1.1	4
O=C(CCCN1C(=O)/C(=C\c2ccco2)SC1=S)Nc1ccc(O)cc1C(=O)O	2.5	-0.7	-25	-0.6	-6	0.7	-1.0	9.6*	-28	-0.9	-15
CCN(CC)C(=O)C1=C(C)N(CCCOC)C(=O)C(CC(=O)NCCN2CCOCC2)C1 (stereo unspecified)	0.8	-1.9	-2	-0.1	-1	-1.1	-1.0	0	-3	-0.8	-1
COc1ccc(CN(Cc2ccc(C(=O)O)cc2)C(=S)Nc2ccc(C)cc2)cc1OC	0.5	-0.5	-1	-0.2	-1	0.3	1.1	-3	8	-1.1	-1
CC(C)c1cccc(C(C)C)c1NC(=O)COc1nncc2ccccc12	0.1	-0.2	4	-0.1	-2	-1.6	-2.9	1	-2	-2.0	-5
NC(=O)c1nsc(C(=O)N(CC(=O)NC2CCCC2)c2ccc(F)c(Cl)c2)c1N	-0.3	0.0	-69	0.1	-25	0.0	-0.6	-42	-65	-1.4	-7

Record cards, from the list above:
Cc1ccc(NC(=O)c2ccccc2N2C(=O)C3C4C=CC(C5CC45)C3C2=O)cc1C (stereo unspecified) is listed as DAX1 inh-1: -0.8; hcDAF12 agonist: -1.5; PLC-beta3 inh: -3; DAX1 inh-2: -2.6; ADAM17 inh: 1; FXN GAA850 act: -0.9; hgDAF12 agonist: -1.3; PLC-gamma1 inh: 5; ADAM10 inh: -3; ssDAF12 agonist: -0.8; HGIII-sPLA2 inh: -8
CN(CC(=O)NCc1ccc2c(c1)OCO2)S(=O)(=O)c1ccc(Cl)cc1 is listed as DAX1 inh-1: 1.0; hcDAF12 agonist: 2.2; PLC-beta3 inh: -10; DAX1 inh-2: -1.9; ADAM17 inh: -3; FXN GAA850 act: 0.6; hgDAF12 agonist: -1.2; PLC-gamma1 inh: -2; ADAM10 inh: -15; ssDAF12 agonist: -1.4; HGIII-sPLA2 inh: 8
